Source: PubChem
TRPC4 inh = blocks the mouse TRPC4 cation channel. B-score at 10 µM. hit rate 0.39% among 300,000. AID 2247. HEK293 TRPC4beta/mu-opioid, DAMGO-evoked Fluo4 calcium flux; stronger effect = lower value;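 active means B-score over 3 SD under the library average, no early fluorescence shift, positive overall ratio signal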
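System: stable TRPC4beta/mu-opioid receptor HEK293 cells; Dosing: single-point compound dosing; Measured by: Fluo4 Ca2+ flux fluorescence; Read-out basis: per-well B score of integrated baseline-normalized Fluo4 ratio.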
AI-2 QS mod = modulates the Vibrio harveyi AI-2 quorum sensing system; activity change, % at 7.5 µM; hit rate 0.4% among 300,000; Vibrio harveyi JMH597 AI-2 luminescence/OD600 ratio, 9 h; stronger effect = lower value; strain lacks LuxN and CqsS sensors; 0 = neutral-control median; AID 2094; in the data active means activity change below about -75%, passing the limit was not always enough; inconclusive means no clear call, values can overlap the other calls;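 further: luminescence divided by OD600 gain over 9 h not by final OD600 alone; inactives centre near 13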
TRPC6 act = activators of mouse TRPC6 channel; Q61143; HEK293-TRPC6 membrane potential dye fluorescence; stronger effect = higher value; B-score at 10 µM; hit rate 0.13% among 310,000;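 active means B-score of the integrated fluorescence ratio above library mean plus 3 SD, and starting fluorescence ratio within library mean plus 5 SD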;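 further: higher score means more depolarization so channel activation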
Target sequence (Q61143 whole entry, looked up): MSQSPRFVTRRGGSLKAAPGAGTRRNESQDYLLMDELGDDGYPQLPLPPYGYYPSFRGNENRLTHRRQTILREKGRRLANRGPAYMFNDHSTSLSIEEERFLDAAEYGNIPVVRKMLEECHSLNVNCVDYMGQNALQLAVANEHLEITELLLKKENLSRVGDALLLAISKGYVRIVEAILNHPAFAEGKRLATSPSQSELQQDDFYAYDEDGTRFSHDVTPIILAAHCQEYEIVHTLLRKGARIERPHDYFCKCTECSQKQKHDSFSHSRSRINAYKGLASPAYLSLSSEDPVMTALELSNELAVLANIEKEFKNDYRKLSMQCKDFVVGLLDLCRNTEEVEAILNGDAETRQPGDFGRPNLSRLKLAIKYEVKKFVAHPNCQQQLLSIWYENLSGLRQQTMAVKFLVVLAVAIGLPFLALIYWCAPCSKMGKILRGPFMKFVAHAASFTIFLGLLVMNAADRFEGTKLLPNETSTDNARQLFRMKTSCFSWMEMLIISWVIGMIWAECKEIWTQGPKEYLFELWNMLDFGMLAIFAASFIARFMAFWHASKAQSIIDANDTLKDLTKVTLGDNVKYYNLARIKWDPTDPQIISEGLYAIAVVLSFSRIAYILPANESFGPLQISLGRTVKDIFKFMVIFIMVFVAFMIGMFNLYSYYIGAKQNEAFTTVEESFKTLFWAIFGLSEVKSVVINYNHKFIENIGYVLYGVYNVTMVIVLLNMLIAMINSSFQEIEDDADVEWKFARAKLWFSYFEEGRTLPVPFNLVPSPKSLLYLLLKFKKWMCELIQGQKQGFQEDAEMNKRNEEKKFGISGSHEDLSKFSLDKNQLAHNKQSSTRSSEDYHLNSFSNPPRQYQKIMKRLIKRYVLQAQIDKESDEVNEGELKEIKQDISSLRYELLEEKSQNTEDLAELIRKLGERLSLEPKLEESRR
HIF act = HIF pathway transcriptional activation; AID 1910; hit rate 0.32% among 300,000; activation, % at 7.5 µM (by protocol); U2OS HRE-luciferase reporter, luminescence; normalized: DMSO 0%, desferrioxamine 100%;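 active means mean activation of at least 10% of the iron chelator positive control signal, with at least half of replicates also reaching 10%; inconclusive means mean and replicate majority disagree about reaching 10%; inactive means mean and most replicates under 10%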
MrgX1 ag = human MrgX1 receptor agonism, primary screen. B-score at 10 µM. hit rate 0.44% among 310,000. MrgX1-HEK293 cells, Fluo-4 calcium fluorescence, agonist mode; stronger effect = higher value. AID 588627;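 active means calcium response B-score plate-corrected fluorescence ratio at least 3 library SD, with starting fluorescence B-score inside 5 SD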
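Assay system: stable human MrgX1 HEK293 cell line. Quantity: 15,000 cells per well. Schedule: cells plated overnight, dye loaded 0.5 h 37 °C, 0.5 h room temperature. Detection: Fluo-4 NW calcium-flux fluorescence, kinetic read. Read-out basis: peak-minus-minimum fluorescence over baseline, converted to B scores. Control set: positive and negative control wells on each plate.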
PolyA inhibitor = blocks polyadenylation in yeast reporter cells. calls only at 12 µM. hit rate 0.02% among 300,000. S. cerevisiae SKY197-pL101 polyadenylation reporter, beta-gal luminescence; efflux-impaired pdr1/pdr3 knockout yeast; score 100 = 6 SD above DMSO. AID 1875;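 active means lowest replicate activity score at least 50, where 100 means six control SD above control mean; inconclusive means lowest score under 50 but half or more replicates reach 50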;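 further: yeast exposed to compound for 9 h at 30 °C; higher score means more reporter readthrough which indicates perturbed polyadenylation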
MrgX1 allo act = human MrgX1 positive allosteric modulation, primary screen | Q96LB2 | MrgX1-HEK293, Fluo-4 calcium flux, FDSS; stronger effect = higher value | B-score at 10 µM | hit rate 0.63% among 310,000;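 active means plate-corrected calcium response at least 3 library SD above typical, normal starting fluorescence, not activating the receptor alone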;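 further: compound read alongside a low EC10 to EC30 dose of BAM8-22 agonist; peak minus trough fluorescence over baseline measured at the second addition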
TRPC4 potent = TRPC4 (mouse) allosteric potentiation. Q9QUQ5. HEK293 TRPC4beta/mu-opioid, DAMGO EC20, Fluo-4 Ca2+ flux; stronger effect = higher value. B-score at 10 µM. hit rate 0.42% among 310,000;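 active means B-score of calcium response area above 5 SD of library B-scores, with initial fluorescence ratio within 5 SD of library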;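 further: B-score of integrated fluorescence ratio over time as area under calcium response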
TRPC4 agonist = opens the mouse TRPC4 cation channel; HEK293 TRPC4beta/mu-opioid, Fluo4 calcium fluorescence; stronger effect = higher value; B-score at 10 µM; hit rate 0.49% among 310,000; AID 2237;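 active means B-score above 5 SD of library B-scores, and initial fluorescence ratio not above library mean plus 5 SD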;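 further: positive B-score marks a calcium rise read as TRPC4 activation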
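System: HEK293 cells stably co-expressing mouse TRPC4beta and mu-opioid receptor; Schedule: Fluo4 dye loading 45 min at room temperature, 110 s recording; Detection: Fluo4 fluorescence, kinetic; Evaluation: B-scored integrated calcium fluorescence ratio; Controls: buffer (low) and maximal DAMGO (high).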
MrgX1 antagonist = antagonists of human MrgX1 receptor | MRGX1-HEK293 calcium flux, Fluo-4, BAM8-22 antagonism; stronger effect = lower value | B-score at 10 µM | hit rate 1.3% among 310,000;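 active means calcium-response B-score plate-corrected more than 3 library SD below zero, starting fluorescence within 5 deviations, no agonist response on first addition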;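 further: peak minus trough fluorescence over baseline after final BAM8-22 challenge near maximal dose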
TRPC6 inh = mouse TRPC6 channel inhibition | HEK293-TRPC6, membrane potential dye, ACh-evoked depolarization; stronger effect = lower value | B-score at 10 µM | hit rate 1.1% among 310,000 | AID 2553;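 active means B-score under library mean minus 3 SD, initial fluorescence not abnormally high, positive integrated signal ratio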;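 further: B-score derived from integrated fluorescence ratio over the kinetic read; more negative B-score means stronger inhibition of depolarization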
* marks the source's active call; other numbers are inactive results; i = inactive; ? = inconclusive; . = no result given; & = joins results of further samples.

SMILES	TRPC4 inh	AI-2 QS mod	TRPC6 act	HIF act	MrgX1 ag	PolyA inhibitor	MrgX1 allo act	TRPC4 potent	TRPC4 agonist	MrgX1 antagonist	TRPC6 inh
COCCn1c(=O)c2c(nc3n2CCCN3CCc2ccc(OC)c(OC)c2)n(C)c1=O	i	16.9	i	0.0	i	i	i	i	i	i	i
Nc1cccc(-c2cnc3ccccc3n2)c1	i	3.0	i	0.7	i	i	i	i	i	i	i
COc1ccc(CCNC(=O)CCSCc2ccccc2F)cc1OC	i	13.5	i	-1.5	i	i	i	i	i	i	i
O=C(NCc1ccccc1F)C12CC3CC(CC(C3)C1)C2	i	28.0	i	0.0	i	i	i	i	i	i	i
CC1(C)C2(C#N)C(N)=NC3(OCCO3)C12C#N (configuration not stated)	i	20.2	i	.	i	i	i	i	i	i	i
O=C(c1ccc(F)cc1)N1CCN(c2cc(=O)[nH]nc2-c2ccccc2)CC1	i	13.1	i	-0.8	i	i	i	i	i	i	i
O=C1NC(=Nc2ccccc2)SC1Cc1cccc(Cl)c1Cl (configuration not stated)	i	13.6	i	-10.9	i	i	i	i	i	i	i
CCCCN(C(=O)c1ccc(Br)o1)C1CCS(=O)(=O)C1 (configuration not stated)	i	25.7	i	-55.2	i	i	i	i	i	i	i
NC(=O)c1c(NC(=O)Cn2cnc([N+](=O)[O-])n2)sc2c1CCCC2	i	-6.2	i	-0.2	i	i	i	i	i	i	i
CCOC(=O)C1=C(C)Nc2ccccc2N=C1NC(=O)C(c1ccccc1)c1ccccc1	i	.	i	-0.2	i	i	i	i	i	i	i
Cc1ccc(OCCn2ncc3ccccc3c2=O)c(C)c1	i	19.9	i	0.1	i	i	i	i	i	i	i
CC1(C)CC(=O)C(N=Nc2cc(C(F)(F)F)ccc2Cl)=C(O)C1	.	-5.3	i	-1.2	i	i	i	i	i	i	i
C/C(=N\NC=O)c1ccncc1	i	59.5	i	-0.3	i	i	i	i	i	i	i
O=C(Nc1ccc2oc(-c3ccc4ccccc4c3)nc2c1)c1cccs1	i	9.2	i	0.1	i	i	i	i	i	i	i
O=S(=O)(Nc1ccc2c(c1)oc1ccccc12)N1CCCC1	i	-2.7	i	-0.8	i	i	i	i	i	i	i
Cc1ccc(CNC(=O)c2ccc(CS(=O)Cc3ccccc3Cl)o2)cc1 (configuration not stated)	i	13.8	i	-0.5	i	i	i	i	i	i	i
CC(O)c1nc2ccc(C(=O)O)cc2[nH]1 (configuration not stated)	i	21.1	i	-0.2	i	i	i	i	i	i	i
O=C1c2ccccc2C(=O)N1CN(C(=O)c1ccccc1)c1ccc(O)cc1	i	9.2	i	-0.2	i	i	i	i	i	i	i
CC(=O)c1cccc(NC(=O)CCc2nc3sc4c(c3c(=O)[nH]2)CCCC4)c1	i	15.7	i	-1.0	i	i	i	i	i	i	i
COc1ccc(/C(O)=C2/C(=O)C(=O)N(CC3CCCO3)C2c2cccc(O)c2)cc1 (configuration not stated)	i	12.3	i	-0.1	i	i	i	i	i	i	i
Cc1cccc(C)c1NC(=O)C(NC=O)c1ccccc1Cl (configuration not stated)	i	19.7	i	0.1	i	i	i	i	i	i	i
O=C(COC(=O)Cc1ccc(F)cc1)NC1CCCC1	i	22.3	i	0.5	i	i	i	i	i	i	i
COc1ccc(OC)c(/C=N/NC(=O)c2csc3ccccc23)c1	i	-1.3	i	-0.7	i	i	i	i	i	i	i
COc1cccc(C(=O)N2CCCC(CCC(=O)NCc3ccc(F)c(F)c3)C2)c1 (configuration not stated)	i	2.1	i	-1.0	i	i	i	i	i	i	i
O=[N+]([O-])c1ccc(S(=O)(=O)NCCCc2ccccc2)cc1	i	39.8	i	-0.9	i	i	i	57*	i	i	i
Cc1ccc(S(=O)(=O)N2CCN(c3ncnc4scc(-c5ccc(F)cc5)c34)CC2)cc1	i	19.1	i	0.6	i	i	i	i	i	i	i
CCn1c(SCC(=O)N2CCC(C)CC2)nnc1-c1ccco1	i	0.8	i	-0.4	i	i	i	i	i	i	i
CCOCC(=O)Nc1cc(S(=O)(=O)N2CCOCC2)ccc1N1CCCCC1	i	34.3	i	-0.8	i	i	i	i	i	i	i
O=c1c2ccccc2[nH]c(=S)n1CCCN1CCN(c2ccccc2)CC1	i	11.3	i	0.0	i	i	i	i	i	i	i
O=C(NCc1ccccn1)Nc1ccc(Cl)cc1Cl	i	6.8	i	2.4	i	i	i	i	i	i	i
CCN1CCN(CCNC(=O)CCCCCn2c(=O)[nH]c3cc(C(=O)OC)ccc3c2=O)CC1	i	24.0	i	-0.1	i	i	i	i	i	i	i
Cn1nc(C(C)(C)C)c([N+](=O)[O-])c1C(=O)Nc1ccc(Br)cc1	i	-1.6	i	0.3	i	i	i	i	i	i	i
O=C1c2cccnc2C(Nc2ccc(S(=O)(=O)N3CCCCCC3)cc2)N1Cc1ccccc1 (configuration not stated)	i	32.9	i	-2.6	i	i	i	i	i	i	i
CC(C)N(Cc1ccccc1)C(=O)CN1C(=O)NC(Cc2ccccc2)(c2ccccc2)C1=O (configuration not stated)	i	15.0	i	-0.1	i	i	i	i	i	i	i
CC(=O)Nc1nc(C)c(-c2csc(Nc3ccccn3)n2)s1	i	29.4&13.1	i	?	i	i	i	i	i	i	i
CCCN1CCc2c(sc(NC(=O)CCS(=O)(=O)c3ccccc3)c2C(=O)OC)C1	i	-1.4	i	-0.5	i	i	i	i	i	i	i
Cc1[nH]n(C(N)=S)c(=O)c1N=Nc1ccccc1C(F)(F)F	i	21.1	i	-0.1	i	i	i	i	i	i	i
O=C(Nc1cc(Cl)cc(Cl)c1)C1C2C=CC3(O2)C1C(=O)N(CCCN1CCOCC1)C3C(=O)NC1CCCCC1 (configuration not stated)	i	-11.3	i	-0.6	i	i	i	i	i	i	i
CC(=O)Oc1ccc(C(=O)NCc2ccc3c(c2)OCO3)cc1	i	-60.1	i	0.5	i	i	i	i	i	i	i
Cc1cccc(OCC(=O)N/N=C/c2ccc(N(C)C)cc2)c1	i	7.7	i	-0.2	i	i	i	i	i	i	i
Cc1ccc(C)c(SCC(=O)NCc2ccco2)c1	i	1.3	i	-0.3	i	i	i	i	i	i	i
Cc1ccc(/C(N)=N/OC(=O)CCC2CCCCC2)cc1	i	18.2	i	0.8	i	i	i	i	i	i	i
CC(=O)c1ccc(N2CCC(C)CC2)c(F)c1	i	44.6	i	1.8	i	i	i	i	i	i	i
CC(=O)n1cc(N(C(=O)CCl)c2ccc([N+](=O)[O-])cc2)c2ccccc21	i	13.0	i	1.1	i	i	i	i	i	i	i
O=C(N/N=C/c1ccccc1)c1[nH]c2ccc(Br)cc2c1-c1ccccc1	i	6.7	i	-0.4	i	i	i	i	i	i	i
CCC12CC3CC(C1)CC(C(=O)Nc1nn[nH]n1)(C3)C2	i	37.1	i	-0.1	i	i	i	i	i	i	i
Cc1ccc(N(CCC#N)C(=O)COC(=O)C2CCN(c3ccc(C(F)(F)F)cn3)CC2)cc1	i	2.5	i	0.0	i	i	i	i	i	i	i
CC(=O)c1ccc(N2CCN(S(=O)(=O)c3ccc4c(c3)CC(=O)N4)CC2)cc1	i	12.7	i	0.0	i	i	i	i	i	i	i
COc1ccc(C(=O)Nc2ccnn2C2CCN(C(=O)C3CCOC3)CC2)cc1 (configuration not stated)	i	5.6	i	1.3	i	i	i	i	i	i	i
Cc1c(NC(=O)c2cccc(S(=O)(=O)N3CCOCC3)c2)c(=O)n(-c2ccccc2)n1C	i	16.0	i	0.0	i	i	i	i	i	i	i
Cc1cccc(NC(=O)CSc2nc(=O)n(CCN3CCOCC3)c3c2CCCC3)c1C	i	23.9	i	-0.2	i	i	i	i	i	i	i
Cc1cc(C(=O)Nc2ccc(N3CCOCC3)cc2)c2ccccc2n1	i	13.5	i	-0.1	i	i	i	i	i	i	i
CCOC(=O)c1sc(NC(=O)c2ccc(S(=O)(=O)N(CC)CC)cc2)nc1C	i	21.5	i	-2.3	i	i	i	i	i	i	i
CC1CCc2c(sc3ncnc(SCC(=O)Nc4ccc(C(=O)O)cc4)c23)C1 (configuration not stated)	-6*	24.6	i	0.2	i	i	i	i	i	i	i
COc1ccc2nc(C)cc(SCC(=O)NNC(=O)COc3ccc(C)cc3)c2c1	i	-0.1	i	-1.5	i	i	i	i	i	i	i
CC1CCC(C(C)C)C(OC(=O)COC(=O)c2cccn2C)C1 (configuration not stated)	i	12.1	i	-0.2	i	i	i	i	i	i	i
CC1(C)Cc2c(sc(NC(=O)c3ccc(S(=O)(=O)N4CCCC4)cc3)c2C#N)C(C)(C)N1	i	13.6	i	-0.1	i	i	i	i	i	i	i
Clc1ccc(N/N=C/c2cccs2)nn1	i	23.0	i	1.9	i	i	i	i	i	i	i
C=CCNC(=O)c1c[nH]c2ccc(S(=O)(=O)N(C)c3ccc(OCC)cc3)cc2c1=O	i	-0.1	i	0.7	i	i	i	i	i	i	i
Cc1ccc(OCC(=O)O)c(-n2nc3ccccc3n2)c1	i	2.9	i	0.4	i	i	i	i	i	i	i

(listing goes on)
SMILES	TRPC4 inh	AI-2 QS mod	TRPC6 act	HIF act	MrgX1 ag	PolyA inhibitor	MrgX1 allo act	TRPC4 potent	TRPC4 agonist	MrgX1 antagonist	TRPC6 inh
CCOc1ccc(N(CC(=O)NCc2ccccc2C)S(C)(=O)=O)cc1	i	11.9	i	-4.8	i	i	i	i	i	i	i
CCOC(=O)[C@@H]1[C@H]2COc3cc(OC)ccc3[C@@H]2N2C(=O)N(c3cccc(F)c3)C(=O)[C@@]12C	i	24.2	i	-3.7	i	i	i	i	i	i	i
CCOC(=O)N1CCN(Cc2cccs2)CC1	i	-4.2	i	0.6	i	.	i	i	i	i	i
COc1ccccc1-n1c(SCC(=O)NC(C)(C)C)nnc1-c1ccco1	.	15.2	i	0.1	i	i	i	i	i	i	i
CCC(=O)Oc1ccc(C(=O)Nc2cccc(NC(=O)c3ccco3)c2)cc1	i	-0.3	i	-0.1	i	i	i	i	i	i	i

The list is partial, so the mix of outcomes need not match the whole.
